# NFkB binder = NF-kappa-B p105 (human) binding; calls only; P19838; 1.3% of 17,000 active; Small molecule microarray, anti-His fluorescence binding; AID 624139;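 active means spot fluorescence over background significantly raised, with a chance value under 7% in all four replicate spots of the compound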;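 further: probe protein is his-tagged human p50 processed subunit at 1 µg/ml; raw spot fluorescence signals with no normalization applied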
# Target sequence (P19838 1-433 limits assumed): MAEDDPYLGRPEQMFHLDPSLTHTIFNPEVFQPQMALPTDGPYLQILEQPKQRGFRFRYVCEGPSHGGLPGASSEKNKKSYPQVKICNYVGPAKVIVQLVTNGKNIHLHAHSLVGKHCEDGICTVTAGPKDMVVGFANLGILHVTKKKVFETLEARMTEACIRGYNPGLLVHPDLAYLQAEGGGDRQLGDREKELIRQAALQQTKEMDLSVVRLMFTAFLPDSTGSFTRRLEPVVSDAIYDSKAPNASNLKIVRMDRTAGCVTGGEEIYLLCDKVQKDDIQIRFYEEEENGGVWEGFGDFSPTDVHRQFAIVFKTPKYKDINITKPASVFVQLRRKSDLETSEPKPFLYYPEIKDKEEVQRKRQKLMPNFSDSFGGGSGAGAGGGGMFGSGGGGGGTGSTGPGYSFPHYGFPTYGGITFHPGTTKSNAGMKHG
# Calls only; i = inactive. Not all compounds are listed. The share of hits here may be higher or lower than overall.
SMILES,NFkB binder
C[C@@H]1CN([C@H](C)CO)C(=O)c2cc(N(C)C)ccc2O[C@@H](C)CCCCO[C@@H]1CN(C)S(=O)(=O)c1cccs1,i
C[C@@H]1CN([C@@H](C)CO)C(=O)c2cccc(NC(=O)c3ccncc3)c2O[C@@H]1CN(C)C(=O)NC1CCCCC1,i
Cc1noc(C)c1NC(=O)N(C)C[C@H]1Oc2ccc(NS(=O)(=O)c3cn(C)cn3)cc2CC(=O)N([C@@H](C)CO)C[C@H]1C,i
Cc1cccc(C)c1NC(=O)CSc1nnnn1-c1c(C)cccc1C,i
CC(C)ON([C@@H](C(=O)NO)C(C)C)S(=O)(=O)c1ccc(-c2ccccc2)cc1,i
O=c1c(O[C@@H]2O[C@H](CO)[C@H](O)[C@H](O)[C@H]2O)c(-c2ccc(O)cc2)oc2cc(O)cc(O)c12,i
Cc1noc(C)c1NC(=O)N(C)C[C@H]1Oc2ccc(NC(=O)CCN3CCOCC3)cc2CC(=O)N([C@@H](C)CO)C[C@@H]1C,i
C[C@H]1CN([C@@H](C)CO)C(=O)c2cc(NC(=O)C3CC3)ccc2O[C@H]1CN(C)S(=O)(=O)c1cn(C)cn1,i
COc1ccc(NC(=O)Nc2ccc3c(c2)C(=O)N([C@@H](C)CO)C[C@@H](C)[C@H](CN(C)C(=O)Nc2ccc(F)cc2)OCCCC[C@@H](C)O3)cc1,i
O=c1ccc2ccccc2o1,i
C[C@@H]1CN([C@H](C)CO)C(=O)Cc2cc(NS(=O)(=O)c3ccc(Cl)cc3)ccc2O[C@H]1CN(C)C(=O)Nc1ccc(F)cc1,i
Cc1noc(C)c1NC(=O)N(C)C[C@H]1Oc2c(NC(=O)NC3CCCCC3)cccc2C(=O)N([C@@H](C)CO)C[C@H]1C,i
C[C@H]1CN([C@@H](C)CO)C(=O)c2cccc(NC(=O)Nc3ccc(C(F)(F)F)cc3)c2O[C@H]1CN(C)Cc1ccc(C(=O)O)cc1,i
COc1ccc(/C=C/C(=O)O[C@@H]2[C@@H](OC(C)=O)[C@@H](OC(C)=O)[C@H](O[C@H]3[C@@H]4C=CO[C@@H](O[C@@H]5O[C@H](CO)[C@@H](O)[C@H](O)[C@H]5O)[C@@H]4[C@@]4(CO)O[C@@H]34)O[C@H]2C)cc1,i
CNC[C@H]1OCCCC[C@H](C)Oc2ccc(NC(=O)CCCN(C)C)cc2C(=O)N([C@@H](C)CO)C[C@@H]1C,i
COc1ccc(S(=O)(=O)N(C)C[C@@H]2Oc3ccc(NC(=O)Cc4ccccc4)cc3C(=O)N([C@H](C)CO)C[C@@H]2C)cc1,i
Cc1cccc(OCCn2c(S(=O)(=O)O)nc3ccccc32)c1,i
C[C@H]1CN([C@@H](C)CO)C(=O)c2cc(NC(=O)NC3CCCCC3)ccc2O[C@@H]1CN(C)S(=O)(=O)c1cccs1,i
C#Cc1ccc(OC)c(OC)c1,i
COc1cc(Br)c(S(=O)(=O)NCCOc2ccc(C(C)(C)C)cc2)cc1OC,i
COc1c(O)ccc2c1C(=O)c1c(O)cc(C)cc1C2[C@@H]1O[C@H](CO)[C@@H](O)[C@H](O)[C@H]1O (some centres undefined),i
C[C@H](CO)N1C[C@H](C)[C@@H](CN(C)C(=O)NC2CCCCC2)Oc2c(NC(=O)Nc3cccc4ccccc34)cccc2C1=O,i
COC(=O)N(C)C[C@H]1OCc2cnnn2CCCC(=O)N([C@@H](C)CO)C[C@@H]1C,i
CCOC(=O)c1c(NC(=O)C23CCC(C)(C(=O)O2)C3(C)C)sc2c1CCCC2 (centres undefined),i
CCc1c(C)[nH]n(-c2ccc(Oc3ccccc3)c(S(=O)(=O)O)c2)c1=O,i
C[C@H]1CN([C@@H](C)CO)C(=O)CCCn2cc(nn2)CO[C@@H]1CN(C)Cc1ccc2cccnc2c1,i
COc1ccc(S(=O)(=O)NCCc2c[nH]c3ccccc23)c2ccccc12,i
COc1ccc(C2Oc3c(OC)cc(CCCO)cc3C2CO)cc1OC1OC(CO)C(O)C(O)C1O (centres undefined),i
CNC[C@@H]1Oc2ccc(NS(=O)(=O)c3cccs3)cc2CC(=O)N([C@@H](C)CO)C[C@H]1C,i
C[C@H](CO)N1C[C@H](C)[C@H](CN(C)C(=O)Nc2ccc(F)cc2)Oc2ccc(NS(=O)(=O)c3ccc(Cl)cc3)cc2CC1=O,i
C[C@@H]1CCCCO[C@H](CN(C)C(=O)c2ccccc2)[C@H](C)CN([C@H](C)CO)C(=O)c2cc(NS(=O)(=O)c3cn(C)cn3)ccc2O1,i
CC(C)NC(=O)N(C)C[C@H]1OCCCC[C@H](C)Oc2ccc(N(C)C)cc2C(=O)N([C@@H](C)CO)C[C@@H]1C,i
Cc1c(-c2ccc(Cl)cc2Cl)nc2ccccc2c1C(=O)NCc1ccccn1,i
Cc1ccc(OCC(=O)NC(=S)Nc2cc(C(=O)O)ccc2C)cc1,i
COc1ccc(S(=O)(=O)Nc2ccc3c(c2)CC(=O)N([C@H](C)CO)C[C@H](C)[C@H](CN(C)CC2CC2)O3)cc1,i
C[C@H]1CN([C@@H](C)CO)C(=O)c2cccc(NS(C)(=O)=O)c2O[C@@H]1CN(C)Cc1ccc(C(F)(F)F)cc1,i
C[C@@H]1CCCCO[C@@H](CN(C)C(=O)Cc2ccccc2)[C@@H](C)CN([C@H](C)CO)C(=O)c2cc(NC(=O)Nc3ccc(F)cc3)ccc2O1,i
CN(CC(=O)O)S(=O)(=O)c1cccc2cccc(Cl)c12,i
C[C@@H]1CCCCO[C@H](CN(C)S(=O)(=O)c2cccs2)[C@@H](C)CN([C@@H](C)CO)C(=O)c2cc(NC(=O)Cc3ccccc3)ccc2O1,i
Cc1noc(C)c1S(=O)(=O)Nc1ccc2c(c1)CC(=O)N([C@H](C)CO)C[C@H](C)[C@H](CN(C)C)O2,i
C[C@H]1CN([C@@H](C)CO)C(=O)Cc2cc(NC(=O)Cc3ccccc3)ccc2O[C@H]1CN(C)C(=O)Nc1ccccc1,i
C=CCNC(=O)[C@H]1[C@@H]2C(=O)O[C@@H](c3ccccc3)[C@@H](c3ccccc3)N2[C@@H](c2ccc(O)cc2)[C@]12C(=O)Nc1ccc(C#CCC(C(=O)OC)C(=O)OC)cc12,i
C[C@H](CO)N1C[C@H](C)[C@@H](CN(C)S(C)(=O)=O)Oc2ccc(NS(C)(=O)=O)cc2C1=O,i
COc1cc(CCC(=O)N2CCC=CC2=O)cc(OC)c1OC,i
O=C(NCCNc1ccc(C(F)(F)F)cc1[N+](=O)[O-])c1ccc(F)cc1,i
C=C1CC[C@H]2[C@@](C)(CCC[C@@]2(C)C(=O)O)[C@@H]1CCC(C)CCO (some centres undefined),i
C[C@@H]1CN([C@H](C)CO)C(=O)c2cc(NC(=O)c3ccncc3)ccc2O[C@H]1CN(C)C,i
Cc1noc(C)c1NC(=O)Nc1ccc2c(c1)CC(=O)N([C@H](C)CO)C[C@@H](C)[C@H](CN(C)S(=O)(=O)c1cccs1)O2,i
Cc1ccc(S(=O)(=O)Nc2ccc3c(c2)C(=O)N([C@H](C)CO)C[C@H](C)[C@@H](CN(C)S(C)(=O)=O)OCCCC[C@H](C)O3)cc1,i
CNC[C@@H]1OCc2cn(nn2)CCCC(=O)N([C@@H](C)CO)C[C@@H]1C,i
C[C@@H]1CN([C@H](C)CO)C(=O)c2cc(NC(=O)Nc3ccccc3)ccc2O[C@@H](C)CCCCO[C@H]1CN(C)Cc1ccncc1,i
COc1ccc(S(=O)(=O)N(C)C[C@@H]2Oc3ccc(NS(=O)(=O)c4cn(C)cn4)cc3C(=O)N([C@H](C)CO)C[C@H]2C)cc1,i
C[C@H](CO)N1C[C@H](C)[C@@H](CN(C)Cc2ccc3c(c2)OCO3)Oc2ccc(NC(=O)c3ccncc3)cc2CC1=O,i
C[C@@H]1CCCCO[C@H](CN(C)Cc2ccncc2)[C@H](C)CN([C@H](C)CO)C(=O)c2cc(NS(=O)(=O)c3cn(C)cn3)ccc2O1,i
C[C@H](CO)N1C[C@H](C)[C@@H](CN(C)C(=O)Nc2ccccc2)Oc2ccc(NC(=O)C3CC3)cc2CC1=O,i
C[C@@H]1CCCCO[C@H](CN(C)C(=O)Nc2ccccc2)[C@H](C)CN([C@@H](C)CO)C(=O)c2cc(NC(=O)c3ccccc3)ccc2O1,i
C[C@H]1CN([C@@H](C)CO)C(=O)CCCn2nncc2CO[C@@H]1CN(C)S(=O)(=O)c1ccc(-n2cccn2)cc1,i
COc1ccc(S(=O)(=O)N(C)CC(=O)O)cc1OC,i
C[C@@H]1CN([C@H](C)CO)C(=O)c2cccc(NC(=O)Nc3ccc(F)cc3)c2O[C@@H]1CN(C)Cc1ccc2c(c1)OCO2,i
C[C@H](CO)N1C[C@H](C)[C@@H](CN(C)S(=O)(=O)c2cccs2)Oc2ccc(NC(=O)CCN3CCOCC3)cc2CC1=O,i

# (list continues)
SMILES,NFkB binder
C[C@H](CO)N1C[C@H](C)[C@H](CN(C)C(=O)Nc2ccc(F)cc2)Oc2ccc(NC(=O)C3CC3)cc2C1=O,i
CNC[C@H]1OCCCC[C@@H](C)Oc2ccc(NC(=O)c3ccncc3)cc2C(=O)N([C@H](C)CO)C[C@H]1C,i
CC1CC(OC(=O)c2ccccc2O)CC(C)(C)C1 (centres undefined),i
C[C@@H]1CCCCO[C@@H](CN(C)C(=O)CCCN(C)C)[C@@H](C)CN([C@H](C)CO)C(=O)c2cc(NC(=O)Cc3ccccc3)ccc2O1,i
COC(=O)[C@@]1(Cc2ccccc2CN=[N+]=[N-])COC(c2ccc(OCCCO)cc2)=N1,i
C[C@H](CO)N1C[C@H](C)[C@H](CN(C)C(=O)CCCN(C)C)OCCCC[C@H](C)Oc2ccc(NC(=O)Nc3ccccc3)cc2C1=O,i
CNC[C@H]1Oc2ccc(NC(=O)Nc3ccc(C(F)(F)F)cc3)cc2C(=O)N([C@@H](C)CO)C[C@@H]1C,i
C[C@@H]1CN([C@H](C)CO)C(=O)c2cccc(NS(C)(=O)=O)c2O[C@H]1CN(C)CC1CC1,i
COc1ccc(S(=O)(=O)N(C)C[C@@H]2Oc3ccc(NC(=O)CCC(F)(F)F)cc3C(=O)N([C@H](C)CO)C[C@@H]2C)cc1,i
C[C@@H]1CN([C@H](C)CO)C(=O)c2cc(NC(=O)Nc3ccc(F)cc3)ccc2O[C@@H](C)CCCCO[C@H]1CN(C)Cc1ccc(C(=O)O)cc1,i
Cn1nc(-c2ccc(NCCN3CCOCC3)c([N+](=O)[O-])c2)c2ccccc2c1=O,i
O=C(NCc1ccco1)c1cnn2c(C(F)F)cc(C3CC3)nc12,i
COc1cc2oc(-c3ccccc3)cc(=O)c2c(O)c1OC,i
C[C@H](CO)N1C[C@H](C)[C@H](CN(C)S(=O)(=O)c2cccs2)Oc2ccc(NC(=O)NC3CCCCC3)cc2CC1=O,i
C[C@H]1CN([C@@H](C)CO)C(=O)c2cccc(NS(=O)(=O)c3ccccc3)c2O[C@@H]1CN(C)C(=O)Nc1ccc(C(F)(F)F)cc1,i
O=C(COc1ccc(Cl)cc1)Nc1ccc(O)c(-c2nc3ccccc3o2)c1,i
C[C@H]1CN([C@@H](C)CO)C(=O)c2cccc(NS(C)(=O)=O)c2O[C@H]1CN(C)Cc1ccc(Cl)c(Cl)c1,i
C[C@@H]1CN([C@H](C)CO)C(=O)c2cc(NC(=O)CCN3CCOCC3)ccc2O[C@H]1CN(C)C(=O)Nc1ccccc1,i
C[C@H]1CN([C@@H](C)CO)C(=O)CCCn2nncc2CO[C@H]1CN(C)Cc1ccc(Oc2ccccc2)cc1,i
CS(=O)(=O)N(CC(=O)Nc1cc(C(F)(F)F)ccc1Cl)c1ccccc1,i
C[C@H](CO)N1C[C@H](C)[C@H](CN(C)C(=O)NC2CCCCC2)OCCCC[C@H](C)Oc2ccc(NC(=O)Cc3ccccc3)cc2C1=O,i
COc1ccccc1CN1C(=O)c2ccccc2[C@@]2(Cc3ccccc3N(CCCN(C)C)C2=O)[C@@H]1c1ccc(CO)cc1,i
NC(=O)[C@@H]1[C@H]2C(=O)O[C@H](c3ccccc3)[C@H](c3ccccc3)N2[C@H](c2ccccc2OCCO)[C@@]12C(=O)Nc1ccc(C#CC3=CCCCC3)cc12,i
Nc1nonc1C(=O)NCCNCc1ccc(F)cc1,i
CC1CC(=O)[C@]2(C)CC[C@]3(C)C(C(=O)C(O)C4[C@@]5(C)CC[C@H](O)C(C)(C(=O)O)C5CC[C@]43C)C2C1C (some centres undefined),i
COc1ccc(COC[C@@]23Oc4ccccc4[C@@H](NC(=S)N2C)[C@H]3CO[Si](C)(C)C(C)(C)C)cc1,i
Cc1ccc(-c2nnc3c4ccccc4c(C)nn23)cc1S(=O)(=O)NC(C)c1ccccc1 (centres undefined),i
C[C@@H]1CN([C@@H](C)CO)C(=O)CCCn2cc(nn2)CO[C@@H]1CN(C)S(=O)(=O)c1cccs1,i

# Among those listed so far, these contain two or more sulfur atoms.
SMILES,NFkB binder
C[C@@H]1CN([C@H](C)CO)C(=O)c2cc(N(C)C)ccc2O[C@@H](C)CCCCO[C@@H]1CN(C)S(=O)(=O)c1cccs1,i
C[C@H]1CN([C@@H](C)CO)C(=O)c2cc(NC(=O)NC3CCCCC3)ccc2O[C@@H]1CN(C)S(=O)(=O)c1cccs1,i
CNC[C@@H]1Oc2ccc(NS(=O)(=O)c3cccs3)cc2CC(=O)N([C@@H](C)CO)C[C@H]1C,i
C[C@@H]1CCCCO[C@H](CN(C)S(=O)(=O)c2cccs2)[C@@H](C)CN([C@@H](C)CO)C(=O)c2cc(NC(=O)Cc3ccccc3)ccc2O1,i
C[C@H](CO)N1C[C@H](C)[C@@H](CN(C)S(C)(=O)=O)Oc2ccc(NS(C)(=O)=O)cc2C1=O,i
Cc1noc(C)c1NC(=O)Nc1ccc2c(c1)CC(=O)N([C@H](C)CO)C[C@@H](C)[C@H](CN(C)S(=O)(=O)c1cccs1)O2,i
Cc1ccc(S(=O)(=O)Nc2ccc3c(c2)C(=O)N([C@H](C)CO)C[C@H](C)[C@@H](CN(C)S(C)(=O)=O)OCCCC[C@H](C)O3)cc1,i
COc1ccc(S(=O)(=O)N(C)C[C@@H]2Oc3ccc(NS(=O)(=O)c4cn(C)cn4)cc3C(=O)N([C@H](C)CO)C[C@H]2C)cc1,i
C[C@H](CO)N1C[C@H](C)[C@@H](CN(C)S(=O)(=O)c2cccs2)Oc2ccc(NC(=O)CCN3CCOCC3)cc2CC1=O,i
C[C@H](CO)N1C[C@H](C)[C@H](CN(C)S(=O)(=O)c2cccs2)Oc2ccc(NC(=O)NC3CCCCC3)cc2CC1=O,i
C[C@@H]1CN([C@@H](C)CO)C(=O)CCCn2cc(nn2)CO[C@@H]1CN(C)S(=O)(=O)c1cccs1,i
